Mito fusion act – qHTS Assay for Small Molecule Inhibitors of Mitochondrial Division or Activators of Mitochondrial Fusion; S. cerevisiae fusion-defective mutant growth rescue, CellTiterGlo 48 h; Potency, µM (highest dose often 46.1 µM), for the others: at the top dose growth rescue (activation), hits mostly activators; actives 0.23% (n = 320,000);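 note: potency is the fitted concentration of half-maximal effect; % of control where 0% means no effect; nearly all actives have a fitted effect of over 45% in size; temperature-sensitive fusion mutants such as fzo1-1 at 37 °C on non-fermentable ethanol glycerol medium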
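Temperature-sensitive fusion-defective S. cerevisiae (e.g. fzo1-1, mgm1-5) were grown with compound in YPEG medium (3% ethanol, 3% glycerol) for 48 hours at 37C. Growth rescue was measured as viability by CellTiterGlo luminescence after 10 minutes at ambient.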
S-ASM inh – Inhibitors of Secretory Acid Sphingomyelinase (S-ASM): qHTS | placental ASM, HMU-PC fluorogenic substrate, 60 min | Sphingomyelin phosphodiesterase (Homo sapiens), P17405 | AID 504937, 2011 | actives 0.006% (n = 340,000) | Potency, µM (highest dose often 57.5 µM), without a hit: at the top dose activity change, negative = inhibition, usual class: inhibitors; note: potency is the fitted concentration of half-maximal effect
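Human placenta-derived ASM preincubated with compound 10 min at room temperature, then reacted with 9 uM (final) fluorogenic HMU-PC substrate for 60 min at 37 C. Stop solution raises pH to 10; fluorescence read at Ex 386/Em 447 nm.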
Chronic BCR inh – qHTS Assay to Find Inhibitors of Chronic Active B-Cell Receptor Signaling | actives 0.05% (n = 340,000) | AID 493014, 2011 | ABC-DLBCL IkBa-CBG/CBR reporter, luminescence ratio, 4 h | Potency, µM (series often up to 46.1 µM), inactives show top-dose ratio change, negative = lower green/red ratio, hits mostly inhibitors; active = well fitted inhibition curve with a large enough effect in the signal ratio, with a control signal flat, not every such curve was filed as active; inconclusive = small, poorly fitted or top-dose-only effect, or effect the other way, or a change in a side signal; the % refers to the signal ratio;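 note: potency is the fitted concentration of half-maximal effect; plate controls were basal doxycycline-induced cells for no effect and cells given 10 µM MG132 for full effect; MG132 reads +100%, hits lower the ratio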
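Doxycycline induced both beetle luciferases in TMD8 lymphoma cells; IKK-driven degradation limits the IkappaBalpha-fused green signal, while red luminescence normalises for cell number and nonspecific effects. Compounds tested up to 46 uM, 4 hrs.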
ELG1 repair inh – qHTS screen for small molecules that inhibit ELG1-dependent DNA repair in human embryonic kidney (HEK293T) cells expressing luciferase-tagged ELG1; HEK293T ELG1-luciferase reporter, luminescence, 16 h; DNA damage induced by 5-fluorouridine; Potency, µM (series often up to 46.1 µM), for inactives: top-dose activity change, negative = inhibition, hits mostly inhibitors; AID 504467, 2011; actives 2.3% (n = 330,000); note: potency is the fitted concentration of half-maximal effect; % is set by controls: 0 for no effect and ±100 for the full control effect; nearly all actives have a fitted effect of over 55% in size
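Overnight (16 hr) co-exposure of 2,000 cells/well to 5-fluorouridine and compound at 37 °C preceded detection. Luciferase was quantified via ONE-Glo luminescence; loss of signal denotes inhibition.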
Integrin act MD – qHTS for Activators of Integrin-Mediated Alleviation for Muscular Dystrophy | alpha7betagal myoblasts, beta-gal FDG fluorescence, 48 h | Potency, µM (doses to about 38.3 µM), inactives show at the highest dose activation, most hits filed as activators | actives 0.064% (n = 350,000);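 note: potency is the fitted concentration of half-maximal effect; 100% = response of the positive control SU9516; nearly all actives have a fitted effect of over 60% in size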
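alpha7betagal+/- myoblasts (passage 13, 250/well) treated 48 h at 37C with compounds at 1:260 dilution of DMSO stock. Lysed, then beta-galactosidase activity read as FDG fluorescence (ex 480/em 540) after 30 min, with pre-read for autofluorescence.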
TCR act – Activators of T cell receptors: qHTS campaign | primary human leukocytes, anti-CD3, IL-2 HTRF, 48 h | Potency, µM (top dose mostly 9.22 µM), for inactives: at the top dose activation of IL-2 secretion, hits mostly activators | 330,000 tested, under 10 active | AID 504894, 2011; note: % of control where 0% means no effect
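TCR engagement came from a-CD3 beads alone, with compounds added to primary human leukocytes for 48 hr. Secreted IL-2 bridged europium cryptate- and d2-labelled anti-IL-2 antibodies, giving FRET emission at 665nm after 320nm excitation.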
PTAP TSG101 blk – qHTS Assay for Iinhibitors of HIV-1 Budding by Blocking the Interaction of PTAP/TSG101. Fluorescence polarization, FITC-PTAP peptide / Tsg101 binding. Potency, µM (series often up to 115 µM), for the others: at the top dose activity change, negative = inhibition, actives largely listed as inhibitors. 340,000 tested, under 10 active; active = well fitted inhibition curve with a large enough effect in the main read-out, with a control signal flat, not every such curve was filed as active; inconclusive = small, poorly fitted or top-dose-only effect, or effect the other way, or a change in a side signal; inactive = no such curve, though single readings can be large or run the other way; note: potency is the fitted concentration of half-maximal effect; % of control where 0% means no effect
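Compounds were pin-transferred onto Tsg101 binding domain (10 uM final) in HEPES pH 7.5 buffer, then FITC-PTAP peptide was added at 50 nM final. After 20 min at RT, polarization reported peptide displacement across a qHTS concentration series.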
TSHR antagonist – Antagonists of the Thyroid Stimulating Hormone Receptor: HTS campaign | TSHR-expressing cells, TSH-stimulated cAMP HTRF, 2 h; hits give low values | activity change, negative = inhibition, % at 11.5 µM | actives 0.2% (n = 330,000);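 active = activity change below a set negative limit, meaning inhibition stronger than a set level, cut at about -70% in these data; inconclusive = activity change between two set negative limits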; note: % is set by controls: 0 for no effect and ±100 for the full control effect
Target sequence (P16473 whole entry, looked up): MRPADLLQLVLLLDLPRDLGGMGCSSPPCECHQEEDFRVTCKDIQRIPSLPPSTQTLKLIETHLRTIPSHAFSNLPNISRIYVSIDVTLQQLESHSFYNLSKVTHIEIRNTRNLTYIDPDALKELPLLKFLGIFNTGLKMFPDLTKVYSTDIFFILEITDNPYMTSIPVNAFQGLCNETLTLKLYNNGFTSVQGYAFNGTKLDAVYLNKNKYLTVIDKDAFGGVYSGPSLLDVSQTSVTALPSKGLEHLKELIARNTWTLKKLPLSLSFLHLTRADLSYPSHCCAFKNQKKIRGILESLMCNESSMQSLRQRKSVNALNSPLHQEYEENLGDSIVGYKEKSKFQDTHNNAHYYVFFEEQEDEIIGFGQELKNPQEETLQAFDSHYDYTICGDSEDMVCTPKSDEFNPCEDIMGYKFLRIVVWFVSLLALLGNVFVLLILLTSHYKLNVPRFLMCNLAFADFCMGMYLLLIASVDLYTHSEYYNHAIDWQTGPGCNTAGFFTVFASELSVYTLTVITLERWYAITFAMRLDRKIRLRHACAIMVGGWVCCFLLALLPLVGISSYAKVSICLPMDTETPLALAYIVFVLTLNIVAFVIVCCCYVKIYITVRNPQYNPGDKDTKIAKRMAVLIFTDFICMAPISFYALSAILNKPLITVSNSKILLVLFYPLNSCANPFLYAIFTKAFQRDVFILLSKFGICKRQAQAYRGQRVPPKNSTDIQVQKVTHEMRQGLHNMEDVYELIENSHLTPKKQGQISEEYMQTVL
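TSHR-expressing cells were treated with compounds, then stimulated with TSH at EC80 (4nM final) for 2 hours at 37 deg C. Cellular cAMP was measured by HTRF competition between lysate cAMP and cAMP-d2 for a cryptate-labelled anti-cAMP antibody.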
AT treatment – qHTS Assay for Identifying a Potential Treatment of Ataxia-Telangiectasia | […] A-T fibroblasts, KAP-1 phosphorylation AlphaLISA; neocarzinostatin DNA damage 30 min before lysis | AID 485349, 2010 | actives 0.19% (n = 320,000) | Potency, µM (top dose mostly 57.5 µM), without a hit: at the highest dose activation, most hits filed as activators; note: potency is the fitted concentration of half-maximal effect; % of control where 0% means no effect; nearly all actives have a fitted effect of over 45% in size
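ATM-like activity read as KAP-1 phosphorylation via AlphaLISA donor/acceptor antibody pairs after lysis and 6 hr at 25C. Cells were ATM-null patient fibroblasts ([…], hTERT), dosed 60 min, then exposed to the DSB inducer NCS for 30 min.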
Eya2 inh – qHTS Assay for Inhibitors of the Phosphatase Activity of Eya2; Protein phosphatase EYA2 (Homo sapiens), O00167; recombinant Eya2, OMFP fluorescence dephosphorylation (OMFP is methylfluorescein phosphate); Potency, µM (top dose mostly 76.9 µM), without a hit: at the top dose activity, negative = inhibition, actives largely listed as inhibitors; actives 0.006% (n = 330,000); note: potency is the fitted concentration of half-maximal effect; % is set by controls: 0 for no effect and ±100 for the full control effect
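Eya2 protein (added as 0.2 uM solution) was preincubated with compound for 10 min at ambient temperature in 50 mM HEPES pH 7.5, 50 mM NaCl, 5 uM MgCl2, 0.05% BSA, 1 mM DTT. OMFP (added at 50 uM) then reacted 10 min; fluorescence read at 485/525 nm.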
Tb PFK block – qHTS Assay to Find Inhibitors of T. brucei phosphofructokinase; actives 0.17% (n = 330,000); ATP-dependent 6-phosphofructokinase (Trypanosoma brucei brucei), O15648; Potency, µM (titrated, usually from 57.5 µM), without a hit: at the top dose activity, negative = inhibition, usual class: inhibitors; T. brucei PFK, ADP-Glo luminescence;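 note: potency is the fitted concentration of half-maximal effect; 0% = uninhibited 1x PFK enzyme wells and -100% = no-enzyme wells; nearly all actives have a fitted effect of over 60% in size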
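Luminescent ADP detection (ADP-Glo, two-step: ATP depletion then ADP-to-ATP conversion for luciferase) reported PFK activity after 45 min room-temperature reaction of 1.25 nM enzyme with 0.5 mM F6P and 0.1 mM ATP at pH 8.0.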
* hit, by the source's call; ? = inconclusive; nt = no result given; [ ] = dose if it differs, or a comment. Unless noted, calls come from the whole dose curve; as a rule, active = well fitted curve in the direction sought with a large enough effect; inconclusive = small, poorly fitted or top-dose-only effect, or another doubt; inactive = no such curve, though single readings can be large; an effect the other way counts as inactive or inconclusive.

SMILES	Mito fusion act	S-ASM inh	Chronic BCR inh	ELG1 repair inh	Integrin act MD	TCR act	PTAP TSG101 blk	TSHR antagonist	AT treatment	Eya2 inh	Tb PFK block
CCN(CC)C(=O)c1ccc2c(c1[N+](=O)[O-])C(=O)c1ccccc1C2=O	4%	nt	?	?	nt	4%[46.1 µM]	nt	7	-4%	1%	-2%
COc1cccc(C(=O)NCCS(=O)(=O)N2CCCCCC2)c1	-3%	3%	1%	24%	5%	5%	-2%	18	-6%	-10%	-7%
CCOc1ccccc1N1C(=O)CC(Sc2n[nH]c(-c3ccccc3)n2)C1=O (stereo not given)	-6%	5%	?	4%	-37%	-3%	0%	-2	-4%	-1%	7%
COc1ccc(C)cc1NC(=O)Nc1cnccn1	-7%	1%	-1%	?	-34%	4%	-2%	-7	0%	-3%	0%
CC1=CC2=NC(=O)/C(=C\c3cccn3CCOc3ccc(C)c(C)c3)C(=N)N2O1	?	-11%	-7%	18µM*	5%	-9%	-1%	-7	1%	1%	0%
Cc1ccccc1C(=O)Nc1c2c(nc3ccccc13)CCCC2	-5%	4%	-6%	-2%	32%	12%[46.1 µM]	-2%	-1	5%	-3%	-4%
CCn1c(CSCc2ccc(F)cc2)nnc1SCC(=O)NCc1ccccc1	1%	3%	19%	-3%	0%	-4%	-3%	-1	-7%	-23%	0%
COC(=O)c1ccc(CNC(=O)CNC(=O)c2sc3ccccc3c2Cl)cc1	-5%	2%	0%	-3%	-14%	-4%	0%	11	2%	13%	-3%
COc1cc2nc(Cl)nc(N3CCN(C)CC3)c2cc1OC	-1%	nt	-11%	6%	nt	nt	nt	1	-5%	-5%	-1%
COc1cc(C(=O)NCCOc2ccccc2)c(Br)c(OC)c1OC	-2%	3%	3%	0%	1%	-2%	-6%	2	-8%	6%	3%
O=C(Nc1ccc2c(c1)OCO2)C1Cc2ccccc2CN1S(=O)(=O)c1cccs1 (stereo not given)	14%	3%	0%	?	-20%	3%	-10%	-5	1%	19%	-6%
CC(C)NC(=O)CSc1nnc(-c2ccc(S(=O)(=O)N3CCCC3)cc2)n1CC1CCCO1 (stereo not given)	2%	4%	1%	-1%	14%	-5%	-5%	14	-1%	23%	7%
O=C(c1ccc(CS(=O)Cc2ccc(Cl)cc2)o1)N1CCN(c2ccccc2F)CC1 (stereo not given)	?	-5%	0%	?	-47%[inhibitor]	-64%	-7%	2	3%	2%	-1%
OC(c1ccccc1)(c1ccccc1)C1CCN(C(=S)NC2CCCC2)CC1	0%	-3%	-5%	-12%	7%	1%	-4%	-8	0%	7%	1%
COC(=O)[C@]1(Cc2ccccc2)N[C@H](CN(C)C(=O)Nc2ccc(C(F)(F)F)cc2)[C@@H]2C(=O)N(Cc3ccccc3)C(=O)[C@@H]21	nt	-14%	0%	?	-32%	-2%	-2%	-8	3%	0%	-6%
COc1ccc(-c2nn(-c3ccccc3)cc2/C=N/O)cc1	-1%	-7%	?	10%	-21%	7%	-13%	12	25%	-26%	17%
CC(=O)Nc1ccc(C2Nc3cc(C)c(C)cc3NC3=C2C(=O)CC(C)(C)C3)cc1 (stereo not given)	-2%	-2%	1%	?	18%	nt	-6%	6	1%	-5%	-4%
O=C1c2ccccc2[C@@H]2C[C@@H](O)[C@H](Nc3ccccc3Cl)CCN12	nt	1%	-2%	-12%	5%	-4%[46.1 µM]	0%	9	6%	-6%	0%
O=C(Nc1ccc2c(c1)OCCO2)C1CC1c1ccccc1 (stereo not given)	17%	-2%	2%	?	-14%	1%[46.1 µM]	-2%	-4	3%	6%	0%
O=C(Cc1ccccc1)Nc1ccccc1Sc1ccccc1	10%	0%	15%	11%	14%	3%[46.1 µM]	0%	21	?	-5%	-3%
Cn1c(SCC(=O)NC2CCCC2)nnc1-c1ccncc1	-2%	5%	3%	12%	-12%	-1%	-5%	3	3%	-1%	-4%
CCOc1ccc(C(=O)NCc2cccnc2)cc1	3%	-1%	0%	-5%	-16%	15%	0%	0	2%	-7%	4%
CN(C)C(C(=O)NC1CCCCC1)c1ccc(Cl)cc1 (stereo not given)	-5%	-3%	2%	-13%	11%	0%	-3%	10	1%	-13%	4%
O=C1CSC(c2cccnc2)N1Cc1ccc(Cl)cc1 (stereo not given)	1%	0%	10%	-11%	-14%	-3%	-2%	-3	0%	-27%	-3%
CCOc1ccc(NC(=O)CSc2nnc(Cc3csc(C)n3)o2)cc1	2%	0%	2%	-5%	1%	nt	0%	33	-7%	-7%	-4%
COc1cc(/C=C2\SC(=S)N(C(Cc3ccccc3)C(=O)O)C2=O)ccc1O (stereo not given)	0%	1%	22%	0%	-7%	-46%	23%	-4	-5%	?	-10%
OC1(c2ccc(OC(F)F)cc2)CSC(=Nc2cccnc2)N1C1CC1 (stereo not given)	1%	-4%	-1%	?	-38%	4%	-4%	?	1%	-6%	-2%
CCOC(=O)N1CCN(Cc2nc(-c3cccc(C)c3)no2)CC1	-5%	-1%	8%	-4%	-23%	0%	-6%	7	-1%	-36%	0%
Cc1ccc(S(=O)(=O)CCC(=O)OC(C)C(=O)NC2CCCCC2C)cc1 (stereo not given)	4%	4%	-1%	16%	-2%	-4%	0%	23	-4%	15%	8%
COc1ccc(/C=C2\SC(=O)N(CCNC(=O)C3CCN(S(=O)(=O)c4cccs4)CC3)C2=O)cc1	-4%	-8%	3%	?	-16%	2%	-1%	16	-2%	-2%	4%
S=c1[nH]nc(-c2ccc(Cl)cc2Cl)n1-c1ccc(Cl)cc1	5%	-13%	6%	0%	0%	1%	-8%	-4	4%	-14%	0%
COc1ccc(C(=O)OCC(=O)Nc2ccc3[nH]c(=O)[nH]c3c2)cc1	-2%	5%	0%	25%	7%	0%	1%	11	1%	7%	-4%
COc1ccc(-c2cnn3c4c(c(C)nc23)CCN4C2CCCC2)cc1OC	-7%	6%	5%	-21%	17%	-4%	-4%	5	6%	-34%	2%
O=C(c1ccc(-n2cncn2)c([N+](=O)[O-])c1)N1CCN(S(=O)(=O)c2ccccc2F)CC1	-5%	0%	-1%	2%	7%	-7%	-2%	-5	-1%	10%	13%
C#CCOc1ccc(/C=C2/C(=O)ON=C2C)cc1OCC	-2%	5%	?	?	21%	3%	-6%	29	13%	0%	-20%
CC(=O)c1ccccc1NC(=O)COC(=O)CN1C(=O)C2CCCCC2C1=O (stereo not given)	11%	-1%	-7%	4%	?	-4%	-5%	nt	-4%	2%	21%
CCN(CC)C(=O)c1ccccc1NS(=O)(=O)c1cccs1	1%	nt	-3%	-17%	10%	3%	-1%	25	17%	4%	-1%
Cc1ccccc1NC(=S)NC(C)C(c1ccccc1)N1CCN(C)CC1 (stereo not given)	6%	2%	-3%	10%	-20%	nt	-3%	-3	5%	-5%	-2%
CC(=O)Nc1ccc(S(=O)(=O)N2CCN(C(=O)c3ncoc3-c3ccccc3C)CC2)cc1	-15%	6%	-7%	-25%	-4%	-1%	-3%	3	-5%	-4%	0%

Screening results deposited in PubChem by National Center for Advancing Translational Sciences (NCATS).
